Assay outcomes deposited in PubChem BioAssay by Broad Institute.
DENV2 CPE: DENV2-induced cell death inhibition; CPE inhibition, % at 9.99 µM; DENV2-infected cells, cytopathic effect rescue, plate reader; 350,000 compounds, 1.7% hits; AID 651640; in the data active = CPE inhibition above about 20%, passing the limit was not always enough; inconclusive = no clear call, values can overlap the other calls; tested in BHK-21 cells;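 note: 0% = median of neutral control wells and 100% = median of positive control wells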
Xi reactivation: activators of X-chromosome reactivation in mouse fibroblasts; activation, % at 7.58 µM; XiGFP mouse fibroblasts, % GFP-positive cells imaging, 3 d; cells co-treated with 5-aza-dC sensitizer; scaled so ellipticine positive control = 100%; 360,000 compounds, 0.055% hits;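 active = mean normalized replicate activation at least 10% and every replicate at or above 10%; inconclusive = only one of the two criteria met; inactive = mean below 10% and not all replicates reach 10%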;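 note: 0% = median of on-plate neutral control wells and 100% = ellipticine 6 µM median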
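Material: XiGFP fibroblasts, SV40-immortalized; Buffer or medium: DMEM containing 5-aza-dC; Compound dosing: single point; Times: 3 days compound exposure.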
EWS-Fli block: blocks EWS/Fli oncoprotein-driven transcription | A673 NR0B1-luciferase reporter, viability-normalised | inhibition, % at 12.6 µM | 350,000 compounds, 0.67% hits | AID 651661;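 active = mean inhibition of at least 50% after viability correction, with every replicate also passing that limit; inconclusive = mean reaches 50% but only one of two replicates passes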;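 note: firefly luciferase signal divided by Alamar Blue viability fluorescence both relative to DMSO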
INS-1E GSIS act: primary screen for activators of insulin secretion dependent on glucose, INS-1E cells, GLuc reporter luminescence; INS-1E GLuc reporter insulin secretion, 2-3 h; activation, % at 16.6 µM; 370,000 compounds, 0.61% hits; AID 743287;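 active = lowest replicate activation of at least 40%, so every replicate reaches that level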;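 note: 0% = median of neutral control wells and 100% = median of IBMX positive control wells; some compounds called inactive have numbers as strong as hits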
F508del corr: CFTR F508del correction in bronchial cells | CFBE cells, YFP halide quenching; stimulated with forskolin plus potentiator P3; % fluorescence drop versus neutral controls | activity (quench increase), % at 7.58 µM | 350,000 compounds, 0.36% hits;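 active = mean added fluorescence quench of at least 8% versus neutral control, with both replicates also reaching 8%; inconclusive = only one of the mean or replicate conditions met; inactive = mean below 8% and not both replicates reaching 8%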;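 note: cells transiently co-express mutant CFTR-F508del with the halide-sensitive YFP; corrector assay measuring rescue of mutant channel to the surface after 24 h compound exposure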
ERp5 block: blocks human ERp5 reductase activity on insulin; AID 651711; 350,000 compounds, 0.05% hits; Q15084; ERp5 insulin aggregation, absorbance 650 nm, 90 min; inhibition, % at 9.99 µM;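 active = mean replicate inhibition above about 25%, with every replicate also reaching it, limit read from the data, passing the limit was not always enough; inconclusive = only one of those two criteria met; inactive = neither criterion met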
Target sequence (Q15084 whole entry, looked up): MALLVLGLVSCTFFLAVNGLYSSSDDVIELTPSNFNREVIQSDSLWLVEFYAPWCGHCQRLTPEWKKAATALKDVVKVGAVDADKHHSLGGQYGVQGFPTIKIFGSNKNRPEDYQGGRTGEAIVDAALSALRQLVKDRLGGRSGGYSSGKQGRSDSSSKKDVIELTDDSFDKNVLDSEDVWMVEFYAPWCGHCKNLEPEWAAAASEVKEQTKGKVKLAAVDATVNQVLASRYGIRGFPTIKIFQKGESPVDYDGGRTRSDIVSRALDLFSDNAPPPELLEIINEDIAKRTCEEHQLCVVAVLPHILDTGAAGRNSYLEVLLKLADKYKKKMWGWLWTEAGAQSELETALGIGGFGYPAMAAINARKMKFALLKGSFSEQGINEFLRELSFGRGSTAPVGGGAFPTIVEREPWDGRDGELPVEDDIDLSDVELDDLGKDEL
ARNT TACC3 PPI: ARNT/TACC3 interaction disruption; Q9Y6A5; AlphaScreen His-ARNT PAS-B/GST-TACC3 binding, luminescence; TACC3 fragment carries E629A point mutation; inhibition, % at 9.99 µM; 390,000 compounds, 0.66% hits; AID 623870;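 active = mean inhibition of replicates at least 50% and at least half of replicates each reaching 50%; inconclusive = half or more replicates reach 50% but mean below 50%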;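 note: 0% = complete ARNT plus TACC3 wells and 100% = ARNT alone without TACC3; many hits fall short of the cut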
PAX8 inh HTS: inhibitors of PAX8 transcriptional activity in RMG-I cells | RMG-I TPO-luciferase reporter, SteadyGlo, 24 h | inhibition, % at 12.6 µM | 360,000 compounds, 1.2% hits | AID 652154;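 active = mean replicate inhibition at least 60% with every replicate also reaching 60%; inconclusive = only one of the two criteria is met; inactive = mean below 60% and not all replicates reaching 60%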;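 note: luciferase light reporting Pax8 driven TPO promoter activity; plate controls were median of neutral control wells for no effect and mitoxantrone controls for full effect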
An asterisk follows results filed as active; ? = inconclusive; / = not tested or not shown. The order is random; about 4.2% have a hit in one of these screens.

Values run as follows: DENV2 CPE	Xi reactivation	EWS-Fli block	INS-1E GSIS act	F508del corr	ERp5 block	ARNT TACC3 PPI	PAX8 inh HTS
(1) O=C(Nc1ccc(C(=O)N2CCOCC2)cc1)C1CC1
 : 16	0.0	5	6	3.4	-3	-14	9
(2) COc1ccc(S(=O)(=O)n2cccc2)c(OC)c1
 : 0	0.0	-5	6	1.4	4	-4	5
(3) C[C@@H]1CN([C@@H](C)CO)C(=O)CCCn2nncc2CO[C@@H]1CN(C)Cc1ccccc1C(=O)O
 : -6	0.2	2	8	-0.2	3	3	-14
(4) Cc1cccc(S(=O)(=O)N2C[C@H]3[C@@H](c4ccccc42)[C@@H](CO)N3C(=O)CC2CC2)c1
 : -17	0.0	1	2	0.1	-1	-4	-13
(5) O=C(COC(=O)c1cccnc1Cl)Nc1ccc(N2CCCCC2)cc1
 : 5	-0.2	-24	8	-6.3	10	12	-55
(6) C=CCOc1ccccc1CNc1ccc2[nH]c(=O)[nH]c2c1
 : -4	0.0	10	-1	-0.8	-1	16	26
(7) Cc1c(C(=O)C(=O)NCC2CCCO2)c2ccccc2n1C (stereo not drawn)
 : 2	-0.1	-6	6	-0.4	0	-6	12
(8) C(=N\NC1=NCCN1)/c1ccncc1
 : 0	0.2	-6	2	-0.4	3	-3	1
(9) CCCCNC(=O)c1ccc2c(c1)S(=O)(=O)c1ccccc1C2=O
 : -5	0.0	/	4	-0.2	5	8	-4
(10) OC[C@@H]1[C@H](c2ccc(C#CC3CCCC3)cc2)[C@H]2CN(CCC(F)(F)F)CCCCN12
 : -10	0.0	60*	4	5.8	3	14	29
(11) CCCc1cc(C(=O)NNC(=S)NC2CCCCC2)cs1
 : -7	-0.1	-13	-37	0.7	0	7	-52
(12) COc1ccc(C[C@@H]2CCn3cc(nn3)COC[C@@H](CC(C)C)NC2=O)cc1
 : -4	0.0	-4	14	/	-3	/	-1
(13) C[C@@H]1CN([C@@H](C)CO)C(=O)Cc2cc(NS(=O)(=O)c3ccccc3)ccc2O[C@H]1CN(C)C(=O)NC1CCCCC1
 : -2	-1.1	-9	18	-3.0	-3	-3	6
(14) COc1ccc(/C=N/NC(=O)c2ccccc2O)cc1Cn1nnc2ccccc21
 : 6	0.1	12	6	-0.4	-1	11	-1
(15) COc1ccc(NC(=O)N(C)C[C@H]2Oc3ccc(NS(=O)(=O)c4ccc(Cl)cc4)cc3C(=O)N([C@@H](C)CO)C[C@H]2C)cc1
 : -9	-1.3	0	-1	0.2	-2	-5	/
(16) CC(C)NC(=O)N1[C@H](CO)[C@@H](c2ccccc2)[C@H]1CN(C)C(=O)c1ccncc1
 : -3	0.1	-4	-3	0.6	/	-3	4
(17) COc1cccc(NC(=O)N[C@H]2C=C[C@@H](CC(=O)N3CCN(C)CC3)O[C@H]2CO)c1
 : 3	0.1	8	3	1.1	1	-8	-24
(18) O=C(Nc1ccc2c(c1)C(=O)c1ccccc1-2)c1ccccc1
 : -2	0.0	-112	-3	-1.6	-3	-5	-117
(19) COc1ccc(OC)c(C2C(C#N)=C(N)N(N(C)C)C3=C2C(=O)CC(C)(C)C3)c1 (stereo not drawn)
 : -5	-0.1	1	-4	1.2	1	/	-5
(20) CC(C)C#Cc1cnc2c(c1)C(=O)N([C@H](C)CO)C[C@H](C)[C@@H](CN(C)C(=O)c1ccccc1F)O2
 : 0	0.2	-3	-1	-5.1	-2	2	13

4 of the compounds above, in transposed form:
4) Cc1cccc(S(=O)(=O)N2C[C@H]3[C@@H](c4ccccc42)[C@@H](CO)N3C(=O)CC2CC2)c1
5) O=C(COC(=O)c1cccnc1Cl)Nc1ccc(N2CCCCC2)cc1
6) C=CCOc1ccccc1CNc1ccc2[nH]c(=O)[nH]c2c1
7) Cc1c(C(=O)C(=O)NCC2CCCO2)c2ccccc2n1C (stereo not drawn)
compound no.,4,5,6,7
DENV2 CPE,-17,5,-4,2
Xi reactivation,0.0,-0.2,0.0,-0.1
EWS-Fli block,1,-24,10,-6
INS-1E GSIS act,2,8,-1,6
F508del corr,0.1,-6.3,-0.8,-0.4
ERp5 block,-1,10,-1,0
ARNT TACC3 PPI,-4,12,16,-6
PAX8 inh HTS,-13,-55,26,12

Back to the main list; the two compounds before the break are reprinted first.
Values run as follows: DENV2 CPE	Xi reactivation	EWS-Fli block	INS-1E GSIS act	F508del corr	ERp5 block	ARNT TACC3 PPI	PAX8 inh HTS
(19) COc1ccc(OC)c(C2C(C#N)=C(N)N(N(C)C)C3=C2C(=O)CC(C)(C)C3)c1 (stereo not drawn)
 : -5	-0.1	1	-4	1.2	1	/	-5
(20) CC(C)C#Cc1cnc2c(c1)C(=O)N([C@H](C)CO)C[C@H](C)[C@@H](CN(C)C(=O)c1ccccc1F)O2
 : 0	0.2	-3	-1	-5.1	-2	2	13
(21) CN(C)CC/C=C1\c2ccccc2Sc2ccc(Cl)cc21
 : -3	0.0	4	12	-1.3	2	25	-8
(22) O=C(N[C@H]1CC[C@@H](CC(=O)N2CCCCC2)O[C@@H]1CO)c1cccc(F)c1
 : -5	-0.1	3	10	-1.2	3	1	-3
(23) Cc1ccc(NC(=S)N2CCN(S(=O)(=O)c3ccccc3)CC2)cc1C
 : ?	0.2	4	-21	4.2	3	-6	-11
(24) C[C@H](CO)N1C[C@H](C)[C@H](CN(C)CC2CCCCC2)OCCCC[C@H](C)Oc2ccc(NC(=O)c3ccncc3)cc2C1=O
 : -1	0.4	/	6	-1.1	-3	0	-7
(25) COc1ccc(-c2ccc([C@@H]3[C@H](C#N)N(C(=O)NC4CCCCC4)[C@H]3CO)cc2)cc1
 : -2	0.2	0	1	1.0	2	6	0
(26) O=C(NCC(c1ccco1)N1CCCCC1)c1ccc2c(c1)S(=O)(=O)c1ccccc1C2=O (stereo not drawn)
 : -2	-0.1	25	1	1.2	-4	-26	7
(27) Cn1nccc1NC(=O)Nc1ccc(OC(F)(F)F)cc1
 : 11	0.3	-13	/	-8.4	-1	5	-8
(28) O=C(N/N=C/c1ccc([N+](=O)[O-])cc1)c1cc(C2CC2)[nH]n1
 : -3	0.2	-2	8	2.5	11	-4	3
(29) CCC/S(C)=N/S(=O)(=O)c1ccc(C)cc1 (stereo not drawn)
 : 6	-0.1	9	0	/	?	0	-9
(30) ClC1=C(Cl)C(Cl)=C(Cl)C1=C/C=C/c1ccccc1
 : 1	0.2	42	-3	0.1	-2	3	-11
(31) COc1ccc(-n2nc(C(=O)NCC(=O)NCCCN3CCOCC3)c3ccccc3c2=O)c(OC)c1
 : 14	0.0	10	10	3.8	-3	-1	-2
(32) CC(C)(C)c1ccc(S(=O)(=O)N2CCC(O)(c3ccc(Cl)cc3)CC2)cc1
 : 14	0.1	4	-20	-1.6	10	-2	20
(33) Cc1ccccc1C(=O)Nc1nnc(S(=O)(=O)N2CCCCC2)s1
 : -3	0.1	-2	/	-1.3	3	11	2
(34) CN1CCN(C(=O)C[C@@H]2CC[C@@H](NC(=O)Nc3ccccc3F)[C@H](CO)O2)CC1
 : -3	-0.1	4	-10	-1.4	-4	-9	-17
(35) COCCn1c(SCC(=O)NCc2cccs2)nnc1-c1ccc(OC)cc1
 : 2	/	0	2	-2.9	-5	-2	/
(36) O=C(Nc1ccc([N+](=O)[O-])cc1Cl)c1cccc([N+](=O)[O-])c1
 : -5	0.3	-44	11	0.4	1	/	-46
(37) Cc1noc(C)c1S(=O)(=O)Nc1ccc2c(c1)CC(=O)N([C@@H](C)CO)C[C@@H](C)[C@H](CN(C)S(C)(=O)=O)O2
 : 2	-0.1	-9	12	0.9	/	-7	-36
(38) CC1CCCC(C)N1C(=S)NCc1ccco1 (stereo not drawn)
 : ?	0.0	-5	/	0.3	1	2	-3
(39) Nc1nnc(SCC(=O)OCC(=O)NC2CCCCC2)s1
 : /	0.3	13	-7	-1.7	-9	-11	7
(40) O=C1[C@H]2[C@@H](c3ccc(Cl)cc3)N3C(=O)N(c4cccc(F)c4)C(=O)[C@@]3(Cc3ccccc3)[C@H]2C(=O)N1C1CCCCC1
 : -15	0.3	4	3	-0.9	12	1	29
(41) N/C(Cc1ccc(Cl)cc1Cl)=N\OC(=O)c1ccccc1
 : -1	0.4	-27	3	-5.0	1	9	-24
(42) COc1ccc(S(=O)(=O)N(C)C[C@@H]2Oc3ccc(NC(=O)NC4CCCCC4)cc3C(=O)N([C@H](C)CO)C[C@H]2C)cc1
 : 1	0.0	-3	5	0.7	2	1	/
(43) C#CCNC(=O)C1=C[C@@H](c2ccc(Br)cc2)[C@H](CCCO)[C@@H](OCC)O1
 : -13	0.1	-9	1	-0.9	-3	/	4
(44) Cc1ccc([C@H]2N[C@]3(CCCN(CC4CCCCC4)C3=O)[C@H]3C(=O)N(Cc4ccccc4)C(=O)[C@@H]23)cc1
 : -3	0.2	2	-13	-2.3	2	/	6
(45) CC(O)c1nc2ccccc2n1CC(=O)Nc1ccc(F)cc1Cl (stereo not drawn)
 : -3	-0.1	1	-2	-2.1	5	-3	2
(46) CCc1nccn1CCC(=O)NC1CC(C)(C)Cc2c1cnn2-c1ccc(OC)cc1 (stereo not drawn)
 : 4	0.0	/	0	6.5	-1	0	-5
(47) Cc1ccc(OCC(=O)NNC(=O)[C@@H]2CCCC[C@@H]2C(=O)O)c(Br)c1
 : -5	0.2	-6	11	0.9	-14	-6	/
(48) CCc1ccc(C(=O)OCC(=O)N(CCOC)c2c(N)n(Cc3ccccc3)c(=O)[nH]c2=O)cc1
 : -3	-0.1	-6	13	-2.6	3	0	4
(49) CCOC(=O)C1=CCC2c3c(c4ccccc4n3C)C(=O)C1N2C(=O)OC(C)(C)C (stereo not drawn)
 : -7	0.2	8	2	-2.2	0	-5	-4
(50) COc1cccc(C#Cc2ccc([C@@H]3[C@@H](CO)N4C(=O)CN(S(=O)(=O)c5ccccc5C)C[C@H]34)cc2)c1
 : -8	0.2	4	6	6.2	3	/	47
(51) C[C@@H]1CN([C@@H](C)CO)C(=O)Cc2cc(NS(=O)(=O)c3ccccc3)ccc2O[C@H]1CN(C)S(=O)(=O)c1cn(C)cn1
 : 12	0.0	-4	-9	-1.8	4	-5	-32
(52) Cc1ccc2c(c1)N(C(=O)CCC(=O)N1CCN(c3ccccn3)CC1)CCO2
 : 20	-0.3	-6	-17	-0.4	-4	-3	/
(53) CC1Cc2cc(S(=O)(=O)CCC(=O)N3CCN(c4ccccc4)CC3)ccc2N1C(=O)C1CC1 (stereo not drawn)
 : -1	0.1	1	-13	-0.4	-1	2	13
(54) O=C(c1ccccc1F)N1CC2(C1)[C@H](c1ccccc1)[C@H](CO)N2CC1CCCC1
 : -2	0.0	-3	-18	-2.4	-7	/	/

Limited to INS-1E GSIS act, EWS-Fli block and F508del corr, for 4 of the compounds above:
entry	compound	INS-1E GSIS act	EWS-Fli block	F508del corr
46	CCc1nccn1CCC(=O)NC1CC(C)(C)Cc2c1cnn2-c1ccc(OC)cc1 (stereo not drawn)	0	/	6.5
44	Cc1ccc([C@H]2N[C@]3(CCCN(CC4CCCCC4)C3=O)[C@H]3C(=O)N(Cc4ccccc4)C(=O)[C@@H]23)cc1	-13	2	-2.3
14	COc1ccc(/C=N/NC(=O)c2ccccc2O)cc1Cn1nnc2ccccc21	6	12	-0.4
24	C[C@H](CO)N1C[C@H](C)[C@H](CN(C)CC2CCCCC2)OCCCC[C@H](C)Oc2ccc(NC(=O)c3ccncc3)cc2C1=O	6	/	-1.1
